Vif inh: inhibitors of HIV Vif. inhibition, % at 7.49 µM. actives 0.35% (n = 340,000). HEK293T cells, Vif self-association by quenched fluorescence, imaging, 24 h; in the data active means inhibition above about 50%, passing the limit was not always enough; further: some results filed as inactive read as strong as hits
TROY NFkB inh: blocks TROY-dependent signaling in reporter cells | Q293 LMP1-TROYcd NF-kB luciferase reporter, 4 h | inhibition, % at 10 µM | actives 0.98% (n = 360,000) | AID 1347056;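 active means compounds whose plate-normalised and pattern-corrected inhibition of the luciferase reporter signal at the single screening dose is 50% or more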
NOD2-RIPK2 inh: blocks binding of human NOD2 to RIPK2; CHO BLA complementation NOD2-RIPK2, CCF4 ratio; inhibition, % at 4.98 µM; actives 0.38% (n = 360,000); AID 624267; in the data active means inhibition above about 21%;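 further: 0% = vehicle only and 100% = reference blocker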
NCOA2 inhibitor: inhibits human steroid receptor coactivator 2; actives 0.17% (n = 370,000); HEK293 GAL4-SRC2 luciferase reporter, luminescence; Q15596; AID 651957; inhibition, % at 9 µM;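 active means inhibition above the mean inhibition of all tested compounds plus 3 SD, set per campaign, cut at about 52% in these data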;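 further: 0% = DMSO treated cells and 100% = cells given Gossypol at 36 µM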
COUP-TFII inh: NR2F2 (human) inhibition, primary screen. inhibition, % at 8.6 µM. P24468. actives 0.7% (n = 370,000). HEK293T NGFI-A luciferase reporter, luminescence;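 active means inhibition above a per-plate cutoff, mean inhibition of test wells between control levels plus 3 SD, cut at about 38% in these data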;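 further: cells cotransfected with COUP-TFII expression vector driving the NGFI-A reporter; 0% = median of COUP-TF2 test wells and 100% = reporter-only cells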
LMP1 NFkB inh: reduces LMP1-driven NF-kappaB luciferase signal; LMP1-induced NF-kappaB luciferase reporter cells, luminescence; inhibition, % at 12.5 µM; actives 0.69% (n = 350,000); AID 504558; in the data active means inhibition above about 41%;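 further: 0% = neutral control wells and 100% = reference inhibitor control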
C8 TRAIL sens: caspase-8 TRAIL sensitization | NB7+C8 cells + TRAIL, ATPlite viability luminescence | inhibition (viability loss, TRAIL sensitization), % at 10 µM | actives 1% (n = 360,000);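 active means compounds causing at least 50% loss of cell viability in the single-dose screen, relative to plate controls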
LRH-1 inv ag: NR5A2 inverse agonism in reporter assay. O00482. HEK293T StAR-luciferase reporter, LRH-1 transfected, 24 h. inhibition, % at 3.6 µM. actives 0.13% (n = 360,000);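 active means inhibition above the mean inhibition of all tested compounds plus 3 SD, cut at about 73% in these data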;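 further: 0% = DMSO wells and 100% = reporter-only cells lacking LRH-1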
SRC1 inh: inhibits human SRC1 coactivator | inhibition, % at 3.6 µM | Q15788 | HEK293 GAL4-SRC1 luciferase reporter, luminescence | actives 0.12% (n = 360,000);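 active means inhibition above the campaign mean plus 3 SD, with each screening campaign given its own cutoff, cut at about 60% in these data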;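 further: 0% = DMSO treated cells and 100% = gossypol at 36 µM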
TLR9-MyD88 block: TLR9-MyD88 interaction inhibition. CHO BLA complementation TLR9-MyD88, CCF4 FRET ratio. inhibition, % at 4.98 µM. actives 0.21% (n = 340,000). AID 504734;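 active means inhibition above the mean over all tested compounds plus 3 SD, cut at about 21% in these data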;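 further: 0% = DMSO only wells and 100% = clavulanate BLA inhibitor control wells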
SRC3 inh: inhibits human SRC3 coactivator. Q9Y6Q9. HEK293 GAL4-SRC3 luciferase reporter, luminescence. inhibition, % at 3.6 µM. actives 0.17% (n = 360,000);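 active means inhibition above a per-campaign cutoff, the mean of all compounds plus 3 SD, cut at about 60% in these data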;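 further: 0% = DMSO-treated cells and 100% = gossypol-treated cells at 36 µM; higher means less SRC3-driven luciferase light from the GAL4 reporter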
Target sequence (Q9Y6Q9 whole entry, looked up, the tested form may be a part): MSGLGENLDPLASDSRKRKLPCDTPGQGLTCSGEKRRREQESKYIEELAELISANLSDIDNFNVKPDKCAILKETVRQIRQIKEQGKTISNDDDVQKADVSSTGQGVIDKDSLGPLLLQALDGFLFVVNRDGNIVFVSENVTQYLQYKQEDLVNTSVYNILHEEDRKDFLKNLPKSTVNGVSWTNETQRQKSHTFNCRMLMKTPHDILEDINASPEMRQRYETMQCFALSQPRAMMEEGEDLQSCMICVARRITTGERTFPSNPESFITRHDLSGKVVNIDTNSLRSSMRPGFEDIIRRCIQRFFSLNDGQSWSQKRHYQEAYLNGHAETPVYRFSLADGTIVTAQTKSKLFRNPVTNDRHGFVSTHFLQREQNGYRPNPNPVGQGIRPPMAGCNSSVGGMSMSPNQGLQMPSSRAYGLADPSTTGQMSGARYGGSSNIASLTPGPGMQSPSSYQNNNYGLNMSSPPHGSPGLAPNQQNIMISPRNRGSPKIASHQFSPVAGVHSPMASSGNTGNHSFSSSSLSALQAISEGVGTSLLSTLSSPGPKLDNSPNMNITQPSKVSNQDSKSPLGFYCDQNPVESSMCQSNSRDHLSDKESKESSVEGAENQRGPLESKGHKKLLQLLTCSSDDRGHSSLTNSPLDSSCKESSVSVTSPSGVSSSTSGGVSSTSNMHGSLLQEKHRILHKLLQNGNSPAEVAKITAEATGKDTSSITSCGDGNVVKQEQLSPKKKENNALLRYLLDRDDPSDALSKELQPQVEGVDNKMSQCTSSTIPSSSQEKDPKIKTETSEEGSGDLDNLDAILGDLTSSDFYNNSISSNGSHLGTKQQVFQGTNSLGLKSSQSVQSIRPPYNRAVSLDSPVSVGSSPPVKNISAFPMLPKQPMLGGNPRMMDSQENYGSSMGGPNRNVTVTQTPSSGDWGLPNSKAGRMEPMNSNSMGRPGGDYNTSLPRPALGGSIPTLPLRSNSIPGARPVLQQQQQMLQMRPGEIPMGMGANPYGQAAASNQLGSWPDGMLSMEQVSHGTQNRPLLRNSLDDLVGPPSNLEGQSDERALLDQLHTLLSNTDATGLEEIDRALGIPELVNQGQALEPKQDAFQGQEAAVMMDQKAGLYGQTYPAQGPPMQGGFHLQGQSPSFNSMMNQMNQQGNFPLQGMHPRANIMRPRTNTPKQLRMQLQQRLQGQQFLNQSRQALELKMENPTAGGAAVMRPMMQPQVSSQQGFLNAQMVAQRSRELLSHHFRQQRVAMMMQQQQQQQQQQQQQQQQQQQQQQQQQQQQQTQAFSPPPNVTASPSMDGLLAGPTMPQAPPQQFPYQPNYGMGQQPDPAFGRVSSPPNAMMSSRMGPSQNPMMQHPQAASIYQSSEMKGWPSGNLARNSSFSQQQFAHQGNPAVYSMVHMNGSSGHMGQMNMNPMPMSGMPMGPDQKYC
Starred values were filed as active, the others as inactive; . = no result given. An excerpt (hit frequency here may not be typical).

structure	TROY NFkB inh	C8 TRAIL sens	SRC3 inh	NOD2-RIPK2 inh	Vif inh	LRH-1 inv ag	TLR9-MyD88 block	LMP1 NFkB inh	SRC1 inh	COUP-TFII inh	NCOA2 inhibitor
COc1ccc(S(=O)(=O)NC(=O)C2(C)CCN2C(=O)CCC2CCCC2)cc1OC (stereo not drawn)	-24	-10	0	-9	.	-2	.	.	-20	-16	-4
Cc1cc(Oc2ccc(-c3ccccc3)cc2)n2ncnc2n1	-17	-5	1	-3	-6	-8	6	12	-12	3	-12
COc1ccc2sc(-c3ccccc3OC)c(-c3ccc(SC)cc3)c2c1	-6	1	.	2	.	-1	.	.	.	-19	-19
Cc1cccc(C)c1NC(=S)N1CCCN(Cc2ccc(F)cc2)C1	-13	-18	6	-2	-2	13	1	-5	-40	-10	18
CC(C)(C)NC(=O)c1cc(NC(=O)c2cccs2)cc(NC(=O)c2cccs2)c1	0	29	1	-5	-3	1	-3	0	11	.	.
Cc1cc(NS(=O)(=O)c2ccc(NC(=O)c3cc4ccccc4o3)cc2)nc(C)n1	10	-7	7	0	-20	-37	6	-2	-20	5	-3
O=C(COC(=O)/C=C/c1ccc(F)cc1)NC1CCCCCC1	2	14	-2	-12	-7	-2	-10	-2	-15	-3	-20
CN1CCN(Cc2nc(Cc3ccccc3)no2)CC1c1ccccc1 (stereo not drawn)	0	3	3	4	3	13	-6	9	5	-2	-25
COc1ccc(C2SCCN2S(=O)(=O)c2ccc(NC(C)=O)cc2)cc1OC (stereo not drawn)	6	23	-4	-11	-2	10	4	6	7	-3	4
O=C(Nc1cccc(C(=O)N2CCOCC2)c1)C1CCCCC1	-17	8	.	-6	.	15	.	.	.	-10	-10
COc1ccccc1NS(=O)(=O)c1cccc(NS(=O)(=O)c2cc(C(=O)O)ccc2OC)c1	-8	4	-13	6	5	-32	-12	-7	-14	-16	-7
CC(C)(C)NC(=O)CSc1nnc(-c2ccccn2)n1-c1ccccc1	3	-3	16	-4	12	-2	-4	-3	-7	10	7
COCCNC(=O)NC(=O)CN1CCCc2ccccc21	-23	-1	-6	-6	0	-8	-3	-4	-4	5	-17
COc1ccc(Br)cc1/C=C(\C(=O)O)c1ccc(S(=O)(=O)N2CCCC2)s1	1	8	-7	-3	5	14	12	0	3	14	25
COc1ccc(C2C(=O)N(CCc3ccccc3)CC(=O)N2C2CCCC2)cc1 (stereo not drawn)	0	29	10	6	18	-11	-4	-1	3	5	-3
C[N+]1(C)CCC(=C2c3ccccc3CC(=O)c3sccc32)CC1	2	0	18	-1	37	30	-5	9	0	7	-17
O=C(NCC(c1ccco1)N1CCN(c2ccccc2F)CC1)C(=O)NC1CCCCC1 (stereo not drawn)	-3	5	3	-3	4	11	-20	-2	-24	2	0
Cc1c(NC(=O)c2cc3c(s2)-c2ccccc2OC3)cccc1[N+](=O)[O-]	44	18	10	-1	-8	-30	-5	5	-3	-3	6
COc1ccc(N2C(=O)CC(Cc3ccccc3)C2=O)cc1 (stereo not drawn)	-11	-17	-1	-2	6	5	7	-1	-2	-4	-7
Cc1cc(=O)oc2cc(OCC(=O)NCc3ccccn3)ccc12	-8	-12	8	-6	1	25	-3	-18	-6	8	5
CCN(C(=O)COC(=O)Cc1coc2cc(C)ccc12)c1c(N)n(Cc2ccccc2)c(=O)[nH]c1=O	13	-7	7	0	6	17	0	-1	-6	2	10
O=C(Nc1ccccn1)c1nc(-c2ccccc2)n(-c2ccccc2)n1	-11	-1	9	-5	12	-14	-2	4	11	9	-15
CCOc1ccc(C2C(C#N)=C(N)Oc3cc(C)n(Cc4ccco4)c(=O)c32)cc1OC (stereo not drawn)	2	3	9	8	-6	-24	0	6	6	0	18
O=C(COC(=O)CCSc1ccccc1)Nc1ccccc1Br	-71	-1	-9	-1	11	7	-12	-7	7	-7	0
COc1cccc(CN2CCN(C3CSCCSC3)CC2CCO)c1 (stereo not drawn)	0	-7	5	-8	-3	15	-4	-8	-5	-11	-31
COC(=O)[C@H](Cc1ccccc1)N(Cc1ccccc1)S(=O)(=O)N(Cc1ccccc1)[C@@H](Cc1ccccc1)C(=O)OC	12	19	-6	-6	0	-16	-16	8	-7	-14	-30
Cc1cc(C)c2c(CC(=O)NCc3ccco3)coc2c1	-22	-10	-18	0	1	-1	-2	-1	-2	-15	-21
CCN(C(=O)c1cc2cccc(OC)c2oc1=O)C1CCCCC1	29	-11	-2	-3	-7	-8	0	8	2	-6	-7
O=C(CSCc1cccc(Cl)c1)Nc1ccccc1-c1ccccc1	10	-1	14	-5	1	-11	-4	4	8	14	-16
CC1(C)CC(=O)C2=C(C1)N(c1ccc(F)cc1)C(=O)C2(O)C(F)(F)F (stereo not drawn)	-3	-1	14	4	-2	20	-9	-3	8	5	15

structure	TROY NFkB inh	C8 TRAIL sens	SRC3 inh	NOD2-RIPK2 inh	Vif inh	LRH-1 inv ag	TLR9-MyD88 block	LMP1 NFkB inh	SRC1 inh	COUP-TFII inh	NCOA2 inhibitor
CCOc1cccc2c1OC1(C)CC2NC(=O)N1c1cccc(Cl)c1 (stereo not drawn)	-5	-14	12	2	4	1	-1	-1	5	2	10
COc1cc(C(=O)N/N=C/c2ccc(OC(=O)c3ccccc3)c(OC)c2)ccc1O	36	4	-2	-11	7	0	-7	-11	-19	-13	-7
COc1ccc(/C(C)=N/NC(=O)CNC(=O)c2ccco2)cc1	12	-8	-24	3	20	3	-10	1	12	-8	19
Cc1onc(-c2ccccc2)c1C(=O)N1CCOC12CCN(c1cccc(F)n1)CC2	14	-8	-21	7	7	-8	0	-2	2	5	12
O=C(CNC(=O)c1cccc(S(=O)(=O)N2CCc3ccccc32)c1)Nc1ccc(F)c(F)c1F	6	11	-17	21	-4	6	4	-10	-48	-14	-17
O=Cc1c(Cl)nc2ccccn12	-6	-6	4	0	8	-3	10	-5	-6	7	23
O=C(CCNS(=O)(=O)c1ccccc1)OCc1nnc(-c2ccccc2)o1	61*	10	-1	-9	-4	7	-1	-6	-18	1	12
Cc1cc(C)c(S(=O)(=O)N2CCCOC2CNC(=O)C(=O)NCCc2c[nH]c3ccccc23)c(C)c1 (stereo not drawn)	31	16	21	2	-4	7	1	-8	-9	37	11
O=C(CCn1cncn1)N1CCCC(N2CCN(c3ccc(F)cc3)CC2)C1 (stereo not drawn)	-21	-2	15	-2	-32	-12	6	13	-2	-18	-39
COc1ccc(COC(=O)c2cccc(S(=O)(=O)N3CCN(C(C)=O)CC3)c2)cc1F	31	-4	-29	0	-26	0	-7	11	-8	9	18
CN1/C(=C\C(=O)c2cccnc2Cl)C(C)(C)c2ccccc21	-24	-1	-3	-6	-4	-20	5	-5	-19	12	-45
CCC(C)NC(=O)CCSc1ccc(C)cc1 (stereo not drawn)	-13	-8	11	-6	.	11	9	9	-7	4	-28
CC(C)c1cccc(C(C)C)c1NC(=O)COC(=O)C1=COCCO1	-3	13	7	2	4	-11	3	1	5	2	-24
CN(C)S(=O)(=O)N1CCC(Oc2ccc(C(=O)N3C[C@H]4CC[C@H]3C4)cc2)CC1	6	-1	7	-13	.	6	-11	15	-12	33	31
C=CCN(c1ccccc1)S(=O)(=O)c1cccc(C(=O)NCC(c2ccc(OC)cc2)N2CCCCC2)c1 (stereo not drawn)	-5	3	5	0	-11	14	-9	-14	-16	5	13
CC(C)c1ccc(NC(=O)CSc2n[nH]c(=O)n2-c2ccc3c(c2)OCCO3)cc1	-14	3	2	-9	1	-6	.	.	21	-14	-4
COCCCNC(=O)CC(=O)N/N=C\c1ccc(SC)cc1	-5	8	13	-2	3	-19	-1	3	-6	-5	7
COc1cccc(NS(=O)(=O)c2nc3nc(C)cc(C)n3n2)c1	-8	-22	-16	-9	1	7	6	2	3	6	-17
CC(C)N1C(=O)c2ccccc2N(Cc2ccccc2)S1(=O)=O	-5	-12	15	-16	2	25	14	-4	27	17	0
N#CCC(=O)Nc1ccc(C(=O)NNC(=O)c2ccccc2-n2cccc2)cc1	-3	-4	1	4	-8	5	-1	-4	9	1	-1
CCC(=O)c1ccc(N2CCN(C(=O)c3ccccc3Br)CC2)c(F)c1	7	0	12	-8	7	-3	-2	6	14	14	-12
O=C(Cn1cc(C(=O)C2CC2)c2ccccc21)Nc1ccc(F)cc1	6	5	-15	-15	-4	-2	-1	1	4	-11	-10
O=C(CC1(O)C(=O)N(CCc2ccccc2)c2ccccc21)c1ccco1 (stereo not drawn)	.	2	4	-12	10	-3	-13	0	-3	-3	-1
CC(O/N=C/c1ccccc1OC(F)F)C(=O)Nc1cccc(S(=O)(=O)N2CCOCC2)c1 (stereo not drawn)	5	-7	15	-10	-1	-6	-2	-2	-5	14	19
Cc1ccc(OCCCCN2CCC(C)CC2)c(Br)c1	-9	-2	0	-3	-3	22	-5	3	-9	-14	4
O=C(Cc1ccccc1)NN1C(=O)C2C3C=CC([C@@H]2C1=O)C31CC1 (stereo partly drawn)	-5	-12	25	5	-3	-11	-3	5	-8	-1	-1
Cc1ccc(C(=O)NC(NC(=O)c2ccc(C)cc2)C(Cl)Cl)cc1	-19	-8	-13	2	-17	13	7	-26	-19	2	-6
OC(c1ccc(-c2ccccc2)cc1)c1ncc(-c2cccc(F)c2)[nH]1 (stereo not drawn)	21	6	-27	-6	-4	-13	.	.	8	-1	18
CCOc1cccc(C(=O)NC(=S)Nc2ccc(Cl)cc2C(=O)O)c1	10	-2	14	-6	3	-3	3	-2	0	-12	10
COc1cc(NC(=O)C2=COCCO2)c(OC)cc1Cl	-8	-2	4	-10	3	-17	-7	7	0	11	-17

structure	TROY NFkB inh	C8 TRAIL sens	SRC3 inh	NOD2-RIPK2 inh	Vif inh	LRH-1 inv ag	TLR9-MyD88 block	LMP1 NFkB inh	SRC1 inh	COUP-TFII inh	NCOA2 inhibitor
CCOC(=O)C1=CC[C@@H](c2ccccc2)N(S(=O)(=O)c2ccc(C)cc2)[C@@H]1C#N	.	12	.	5	.	-17	.	.	.	-26	-32
CC(=O)Nc1cc(NC(C)=O)cc(C(=O)OCC(=O)N(c2ccccc2)C2CCS(=O)(=O)C2)c1 (stereo not drawn)	17	8	8	-6	15	-13	-2	-4	3	-9	7
CC(C)(C)n1nnnc1CN1CCSCC1	7	-5	-3	5	0	18	2	0	-16	-12	-8
Cc1ccc2[nH]c(=O)c(CN(C(=O)c3cccc([N+](=O)[O-])c3)C(C)(C)C)cc2c1	3	-4	17	-16	-3	25	2	-1	2	1	-19
Cc1ccc(C)c(OCC(=O)Nc2cc(C)on2)c1	-45	-2	-59	9	.	-79	2	-13	-45	-27	-38
Fc1cc(Cl)ccc1Nc1nc(NCc2ccccc2)nc2ccsc12	0	23	-14	-8	-4	18	.	.	13	21	-22
Cc1ccc(S(=O)(=O)N(CC(=O)NCc2ccccc2)C(=O)N2CCN(C)CC2)cc1	-5	-5	-1	-4	1	-9	-1	3	5	-25	-9
CN(C)C(=O)CSCc1c(Cl)cccc1Cl	7	-10	-18	1	-5	-8	2	-1	-6	-12	-16

Screening data (PubChem BioAssay)
